Nrf2 block – inhibitors of Nrf2 signaling; A549 ARE-Fluc reporter, luciferase luminescence, 18-24 h; Potency, µM (doses to about 46 µM), inactives show top-dose activity change, negative = inhibition, usual class: inhibitors; 360,000 compounds, 2.1% hits; AID 504444; note: potency is the fitted concentration of half-maximal effect; % is set by controls: 0 for no effect and ±100 for the full control effect; nearly all actives have a fitted effect of over 60% in size
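Two sequential reads on A549 ARE_Fluc cells exposed to compound for 18-24 h: a CellTiter-Fluor fluorescence read for viability, then a luciferase luminescence read for Nrf2/ARE activity.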
ATXN2 expr inh – reduces ATXN2 reporter expression in HEK-293 cells; HEK-293 ATXN2-luciferase reporter, luminescence, 24 h; Potency, µM (series often up to 57 µM), inactives show at the highest dose activity change, negative = inhibition, most hits filed as inhibitors; 360,000 compounds, 0.72% hits; AID 1745845; note: potency is the fitted concentration of half-maximal effect; % is set by controls: 0 for no effect and ±100 for the full control effect; nearly all actives have a fitted effect of over 55% in size
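ATXN2-luciferase reporter cells (luciferase flanked by upstream and downstream ATXN2 gene portions) were treated 24 h at 37 °C with compounds at up to 57 uM. SteadyGlo luminescence gave expression; GF-AFC fluorescence gave viability.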
IL-2 act – activators of IL-2; IL-2 activation reporter assay, cell-based qHTS; stimulated with anti-CD3/CD4/CD28 beads; in transgenic mouse T cells; activation, % (series mostly up to about 46 µM); 360,000 compounds, 0.065% hits; in the data active = activation above about 50%; inconclusive = mostly about 30% to 49%; note: 0% is about no effect
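Readout: EGFP and DsRed signals by fluorescent plate cytometry. Unstimulated transgenic mouse T cells received compound 60 min before antibody-bead stimulation, then incubated 18 h at 37 degrees C.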
TGFb inhibitor – blocks TGF-b signaling. HepG2 CAGA-GFP TGF-b/SMAD3 reporter, GFP fluorescence, 18 h; TGF-beta stimulated, 500 pg/mL final. Potency, µM (highest dose often 46.1 µM), for the others: top-dose activity, negative = inhibition, most hits filed as inhibitors. 410,000 compounds, 1.2% hits; note: potency is the fitted concentration of half-maximal effect; % is set by controls: 0 for no effect and ±100 for the full control effect; nearly all actives have a fitted effect of over 65% in size
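Read-out: total well GFP (ex488/em500-530) summed from mean per-cell fluorescence. Cells: HEPG2 CAGA-GFP, 1% FBS DMEM, 18 h at 37 degrees C with 500 pg/mL final TGF-beta. Unstimulated wells served as the full-inhibition control; stimulated DMSO wells = 0%.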
HepG2 viability – kills HepG2 cells in TGF-b inhibitor counter-screen | AID 588856 | 410,000 compounds, 0.76% hits | HepG2 CAGA-GFP viability, ATP luminescence, 18 h | Potency, µM (highest dose often 46.1 µM), inactives show at the top dose activity change, negative = cytotoxicity, usual class: cytotoxic; note: potency is the fitted concentration of half-maximal effect; some results filed as inactive show a strong effect at the top dose
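CellTiter-Glo luminescence gave cytotoxicity after 18 hours at 37 degrees C. The cells were HepG2 CAGA-GFP in 1% FBS DMEM, stimulated with 500 pg/mL TGF-beta after compound addition. %Activity was normalised to no-cell wells (complete cell-killing) and DMSO (no toxicity), and curves were fitted and classified.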
EPAC2 agonist – agonists of human EPAC2 (RAPGEF4); EPAC2 activation, biochemical qHTS; response scale: 100% = 6.5 mM cAMP response; Potency, µM (series often up to 154 µM), for inactives: top-dose activation, usual class: activators; AID 720711; 360,000 compounds, 0.079% hits; Q8WZA2; note: potency is the fitted concentration of half-maximal effect; nearly all actives have a fitted effect of over 50% in size
Target sequence (Q8WZA2 whole entry, looked up): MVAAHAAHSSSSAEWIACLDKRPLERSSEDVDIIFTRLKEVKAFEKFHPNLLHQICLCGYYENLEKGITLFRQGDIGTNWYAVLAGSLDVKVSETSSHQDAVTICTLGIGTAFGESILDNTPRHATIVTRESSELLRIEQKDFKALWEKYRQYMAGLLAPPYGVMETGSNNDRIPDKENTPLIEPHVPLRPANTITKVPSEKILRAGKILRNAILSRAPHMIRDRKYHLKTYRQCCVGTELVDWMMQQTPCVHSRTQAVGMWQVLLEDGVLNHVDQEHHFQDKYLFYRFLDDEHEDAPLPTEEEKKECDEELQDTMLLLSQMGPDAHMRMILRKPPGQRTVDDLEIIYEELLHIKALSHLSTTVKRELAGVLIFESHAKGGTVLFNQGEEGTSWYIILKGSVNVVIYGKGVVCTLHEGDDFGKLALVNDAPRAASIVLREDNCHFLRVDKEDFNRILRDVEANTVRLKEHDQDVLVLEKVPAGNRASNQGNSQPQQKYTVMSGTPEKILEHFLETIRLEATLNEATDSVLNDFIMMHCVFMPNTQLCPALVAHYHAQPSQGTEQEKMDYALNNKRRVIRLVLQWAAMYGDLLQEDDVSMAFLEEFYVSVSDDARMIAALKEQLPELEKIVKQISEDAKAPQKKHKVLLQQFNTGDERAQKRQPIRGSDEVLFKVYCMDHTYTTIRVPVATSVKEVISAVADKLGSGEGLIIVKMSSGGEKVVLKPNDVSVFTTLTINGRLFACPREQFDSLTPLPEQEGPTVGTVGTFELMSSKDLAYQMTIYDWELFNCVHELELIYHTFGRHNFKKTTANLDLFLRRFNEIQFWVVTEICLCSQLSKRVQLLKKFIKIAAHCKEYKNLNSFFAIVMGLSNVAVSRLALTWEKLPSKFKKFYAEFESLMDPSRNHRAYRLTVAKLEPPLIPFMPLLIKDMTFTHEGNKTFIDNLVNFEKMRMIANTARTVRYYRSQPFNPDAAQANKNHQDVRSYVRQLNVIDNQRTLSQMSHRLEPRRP
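Guanine nucleotide exchange by EPAC2 is measured as reduced fluorescence of BODIPY-GDP once it is released from 250 nM Rap1B. Plates are read kinetically for 30 min at room temperature; results are scaled to 6.5 mM cAMP.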
Nrf2 activator – Nrf2 pathway activation; AREc32 ARE-luciferase reporter (MCF7-derived line), luminescence, 24 h; Potency, µM (highest dose often 46.1 µM), for inactives: top-dose activation, usual class: activators; 410,000 compounds, 0.31% hits; note: potency is the fitted concentration of half-maximal effect; % of control where 0% means no effect; nearly all actives have a fitted effect of over 65% in size
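Luciferase luminescence (Steady-Glo, 30 min at room temperature) served as the read-out of ARE activation in AREc32 cells treated with compounds for 24 hr at 37 deg C.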
S2 tox – cell viability loss in ATXN counter-screen; S2 cells (HEK-293 line with an ATXN2-luciferase reporter) viability, CellTiter-Fluor protease fluorescence, 24 h; AID 651635; 400,000 compounds, 0.49% hits; Potency, µM (doses to about 56.7 µM), usual class: cytotoxic; note: potency is the fitted concentration of half-maximal effect; nearly all actives have a fitted effect of over 40% in size
A549 viability – counter-screen for Nrf2 inhibitors: cytotoxicity in A549 cells; 390,000 compounds, 0.16% hits; A549 ARE-Fluc cells, CellTiter-Fluor viability, 18-24 h; AID 504648; Potency, µM (doses to about 46 µM), inactives show at the highest dose activity change, negative = cytotoxicity, actives largely listed as inhibitors; note: potency is the fitted concentration of half-maximal effect; % is set by controls: 0 for no effect and ±100 for the full control effect
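A549 ARE_Fluc cells in 5% FBS OPTI-MEM were exposed to compounds in concentration-response for 18-24 h at 37 deg C. Viability was read by CellTiter-Fluor fluorescence (Ex 405/Em 525) after 30 min, before the luciferase read.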
* = called active by the depositor; i = inactive; u = inconclusive; x = not tested or not shown; & = joins results of further samples; [ ] = dose if it differs, or a comment. Unless noted, calls come from the whole dose curve; as a rule, active = well fitted curve in the direction sought with a large enough effect; inconclusive = small, poorly fitted or top-dose-only effect, or another doubt; inactive = no such curve, though single readings can be large; an effect the other way counts as inactive or inconclusive.

SMILES	Nrf2 block	ATXN2 expr inh	IL-2 act	TGFb inhibitor	HepG2 viability	EPAC2 agonist	Nrf2 activator	S2 tox	A549 viability
CN(C)S(=O)(=O)N1CCC(Oc2ccc(C(=O)NCc3cnn(C)c3)cc2)CC1	u	-15%	-5.9	u	-5%	2%	0.0%	i	-3%
O=C(O)c1ccc(N/N=C/c2cccc(F)c2)cc1	u	-8%	-0.1	0%	-9%	-5%	0.3%	i	-1%
O=C(CCNS(=O)(=O)c1ccccc1C(F)(F)F)NCCCN1CCOCC1	0%	3%	0.3	-1%	0%	u	-0.2%	i	6%
C#CCn1c(S(=O)(=O)Cc2ccc(C)cc2)nc(-c2ccccc2)c1-c1ccccc1	u	0%	-0.6	-4%	-3%	12%	-0.6%	i	-13%&-9%
CC(C)[C@H](N)c1nnc(SC/C=C/c2ccccc2)o1	10%	-4%	8.8	-2%	-22%	7%	0.9%	i	-11%
Cc1ccc(C(=O)CNc2ccc(F)cc2)cc1	11%	41%[activator]	0.0	4%	-1%	-4%	4.4%	i	-4%
Cc1cccc(Oc2sc(C(=O)c3ccccc3)c(N)c2C#N)c1C	u	7%	-6.6	u	-1%	13%	u	i	-7%
CC(C)(C)N(Cc1ccccc1)C(=O)COC(=O)CNS(=O)(=O)c1ccc2ccccc2c1	-4%	6%	0.9	3%	-3%	-4%	-1.0%	i	0%
CCn1c(SCC(=O)NC2CCCCC2)nnc1C(C)NC(=O)c1ccccc1F (centres undefined)	-19%	-2%	-0.3	-14%	-9%	14%	-0.9%	i	-2%
CCOC(=O)c1sc(NCCNc2nc(C)c(C(=O)OCC)s2)nc1C	-3%	1%	-0.5	6%	-3%	-4%	-0.7%	i	-5%
S=C(NC1CC1)N1CCCc2ccccc21	-5%	1%	-0.9	3%	2%	6%	0.4%	i	1%
O=C(c1ccc(Cn2cc(Br)cn2)o1)n1cccn1	-2%	-4%	-0.2	-10%	4%	4%	-1.2%	i	-5%
Cc1ccc(OS(=O)(=O)c2ccc(N3C(=O)CCC3=O)cc2)cc1	u	-4%	-1.0	20%	26%	2%	-0.9%	i	2%
CCCCn1c(N)c(N(CC(C)C)C(=O)c2cc3ccccc3cc2OC)c(=O)[nH]c1=O	-3%	10%	-2.5	-1%	1%	-11%	0.5%	i	2%
Cc1ccc(NC(=O)CSc2ncc3ccccn23)cc1	26%	30%	-0.4	-1%	-9%	3%	2.4%	i	1%
Cc1cccc2cc(C3CC(c4ccco4)=NN3S(C)(=O)=O)c(Cl)nc12 (centres undefined)	-9%	-11%	-4.1	3%	-26%	8%	4.1%	i	0%
Cc1cccc(NC(=S)Nc2ccccn2)c1	u	14%	-0.3	u	-7%	14%	7.1%	i	1%
CCOc1ccc(-c2csc3ncn(-c4ccc(OC)cc4)c(=O)c23)cc1	u	-33%	-0.2	-23%	0%	12%	-0.4%	u	-23%
CCCNC(=O)C1(C)CCN(C(=O)c2c(F)ccc(C)c2F)C1 (centres undefined)	x	9%	0.0	-3%	-7%	10%	0.5%	i	x
Cn1ccc2cc(S(=O)(=O)N3CCN(C(=O)Nc4ccccc4F)CC3)ccc21	x	5%	x	2%	0%	x	-0.9%	i	5%
C=CCOc1ccc(/C=C/C(=O)N2CCCN(S(=O)(=O)c3c(C)noc3C)CC2)cc1	u	1%	-0.3	-9%	-34%	7%	2.6%	i	-2%
C=C1CCN([C@H](C(=O)NCc2ccco2)C(C)C)S(=O)(=O)c2ccccc21	17%	-2%	1.7	8%	3%	-7%	0.3%	i	-4%
CCOC(=O)N1CCN(S(=O)(=O)c2ccc(C(=O)Nc3nnc(CC)o3)cc2)CC1	-6%	-3%	0.5	14%	14%	-5%	0.0%	i	2%
CC(C)[C@H](NC(=O)c1ccco1)C(=O)Nc1ccc(OC(F)F)cc1	4%	0%	0.4	-6%	6%	22%	4.2%	i	6%
CCOc1ccccc1C(=O)n1nc2nc(C)cc(C)c2c1N	0%	-9%	-1.8	61%[activator]	46%	1%	0.0%	i	-3%
COc1ccc(NC2CC(=O)N(c3ccc(C(=O)O)cc3)C2=O)cc1 (centres undefined)	-16%	-5%	1.4	-5%	-5%	-1%	2.0%	i	0%
Cc1ccc2cc(C#N)c(N3CCCC3)nc2c1C	u	12%	-1.6	3%	-6%	9%	0.6%	i	11%
O=C(Nc1cccc(-c2ccc(F)cc2)c1)C1CCCN(Cc2cccnc2)C1 (centres undefined)	-7%	-3%	-1.2	-15%	-20%	6%	6.4%	i	-1%
O=C(NCc1ccccc1Cl)c1cnc(N2CCOCC2)c2ccccc12	x	x	x	6%	-11%	x	0.9%	x	5%
O=C(Nc1ccc(N2CCCCCC2)cc1)c1ccccc1Cl	u	36%[activator]	-0.3	4%	2%	4%	1.1%	u	-15%
CN(C)[C@H]1CCN([C@@H]2CS(=O)(=O)N[C@H]2COCc2ccccc2)C1	x	-3%	0.6	3%	7%	11%	-0.8%	i	x
O=C(NC(c1ccc(F)cc1)c1ccc2ccccc2n1)C1CCN(Cc2cccc(C(F)(F)F)c2)CC1 (centres undefined)	x	u	-0.7	u	-54%	8%	-0.7%	u	x
O=C(O)Cc1ccc(O)c(O)c1	5%	-6%	-0.1	19%	-21%	2%	0.6%	i	-2%
CC(C)(C)NC(=O)CN(C(=O)CS(=O)CC(=O)Nc1ccc(F)cc1)c1ccccc1 (centres undefined)	3%	3%	-0.4	-37%	-13%	6%	0.1%	i	0%
Cn1nc(C(F)(F)F)c(C#N)c1N1CCN(c2ccccc2F)CC1	u	-11%	0.0	14%	0%	-10%	-0.3%	i	4%
Cc1ccc(C)c(N(CC(=O)Nc2ccc(-c3nc4ccc(C)cc4s3)cc2)S(C)(=O)=O)c1	-16%	32%[activator]	1.1	-19%	-24%	-2%	5.5%	i	-10%
O=C(CN(Cc1ccccc1Cl)C(=O)c1csnn1)NCc1ccccc1	-6%	-3%	-0.1	9%	-8%	6%	0.2%	i	2%
CCC(C)COC(=O)C(C#N)c1nc2ccccc2nc1N1CCCCC1 (centres undefined)	-18%	-5%	-1.8	-1%	1%	15%	-0.5%	i	-15%
COc1cccc(NC(=O)c2ccc3nsnc3c2)c1	17%	16%	-2.9	8%	-14%	2%	3.3%	u	-4%
COC(=O)[C@]1(C)N[C@H](c2ccc(-c3cccc(Cl)c3)c(OC)c2)[C@@H]2C(=O)N(C)C(=O)[C@@H]21	-8%	-2%	0.8	8%	-51%	3%	-0.7%	i	-8%
CN1CCN(c2ccc(S(=O)(=O)N3CCCCC3)cc2NC(=O)CCc2ccccc2)CC1	3%	0%	2.4	-19%	-24%	1%	0.6%	i	-7%
CSc1ccc(CN2CCC(C)(Oc3cccc(Cl)c3)C2)cc1 (centres undefined)	x	3%	-0.4	-13%	-33%	14%	-1.1%	i	x
COc1ccc(OC)c(NC(=O)CN(c2ccc(C(C)C)cc2)S(=O)(=O)c2c(C)noc2C)c1	u	-7%	-3.1	u	-53%	3%	3.0%	i	2%
C=CCn1c(CSCc2ccc(F)cc2)n[nH]c1=S	u	x	-1.3	-13%	-12%	5%	-0.8%	i	1%
Cc1ccc(NC(=O)C2CC2c2ccccc2)cc1 (centres undefined)	6%	3%	0.0	-1%	7%	13%	11%	i	0%
O=c1c2ccccc2nc(-c2ccccc2)n1CCCn1ccnc1	3%	0%	1.0	-19%	-21%	-3%	-0.7%	i	-4%
OC(CNCCc1ccccc1)c1ccccc1 (centres undefined)	11%	-22%	0.6	-1%	-1%	4%	-0.5%	u	-8%
CCN(CC)S(=O)(=O)c1ccc(Oc2ccccc2OC)cc1	u	6%	1.2	-7%	-5%	10%	0.1%	i	3%
COc1ccccc1NC(=O)CC(=O)c1ccccc1	13%	-12%	-0.5	-11%	-13%	7%	4.5%	i	8%
COc1ccc2nc(NC(=O)c3ccc4ncsc4c3)sc2c1	3%	24%	-2.7	-5%	-7%	3%	2.4%	i	4%
O=C(Cc1ccc2c(c1)OCCO2)N1CCN(c2ccccc2)CC1	u	5%	4.9	-11%	-6%	5%	0.4%	i	7%
CC(C)(C)C(=O)N1CCCC1C(=O)O (centres undefined)	-5%	u	-2.3	3%	1%	3%	0.4%	u	-11%
COc1ccc(C(=O)C2CCN(C(=S)NCC3CCCO3)CC2)cc1 (centres undefined)	4%	16%[11.3 µM]	-2.9	-15%	-37%	0%	0.2%	i	-12%
Cc1cc(-n2c(C)cc(C(=O)COc3ccc(F)c(F)c3)c2C)no1	-16%	15%	0.3	-1%	-11%	9%	4.5%	i	-8%
CCOC(=O)c1cc(-c2ccc(OC)cc2)n(CCC(=O)NC2CCN(Cc3ccccc3)CC2)c1C	1%	x	-1.7	u	-78%	12%	2.8%	i	5%

Full records, looked up by structure. Screens in order: Nrf2 block, ATXN2 expr inh, IL-2 act, TGFb inhibitor, HepG2 viability, EPAC2 agonist, Nrf2 activator, S2 tox, A549 viability
COc1ccc2nc(NC(=O)c3ccc4ncsc4c3)sc2c1 is entered as 3%, 24%, -2.7, -5%, -7%, 3%, 2.4%, i, 4%
Cc1cc(-n2c(C)cc(C(=O)COc3ccc(F)c(F)c3)c2C)no1 is entered as -16%, 15%, 0.3, -1%, -11%, 9%, 4.5%, i, -8%
CCOC(=O)c1cc(-c2ccc(OC)cc2)n(CCC(=O)NC2CCN(Cc3ccccc3)CC2)c1C is entered as 1%, x, -1.7, u, -78%, 12%, 2.8%, i, 5%
COc1ccc(C(=O)C2CCN(C(=S)NCC3CCCO3)CC2)cc1 (centres undefined) is entered as 4%, 16%[11.3 µM], -2.9, -15%, -37%, 0%, 0.2%, i, -12%

Compound activity from PubChem BioAssay.

Compounds as they come; about 4.3% have a hit in one of these screens.
